Wee1 degr inh = inhibitors of human Wee1 degradation. P30291. HeLa Luc-Wee1K328M stability, luciferase luminescence; 100% = proteasome inhibitor MG132 effect. reporter increase, % at 5 µM. 220,000 compounds, 1.2% hits;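 active = activation above the mean of all tested compounds plus 3 SD, set per screening run, cut at about 8.8% in these data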;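 note: cells exposed to compound for 20 h before luminescence read; 0% = DMSO alone and 100% = MG132 at 30 µM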
CHOP inhibitor = CHOP inhibition in unfolded protein response | 220,000 compounds, 3.8% hits | CHO-K1 CHOP-promoter luciferase, tunicamycin-induced, 15-18 h | inhibition, % at 10 µM;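 active = compounds that reduced the stress-induced luciferase reporter signal by more than about 70% of percent inhibition, limit read from the data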;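 note: 0% = tunicamycin plus vehicle and 100% = wells without tunicamycin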
Ba/F3 V617F tox = lowers viability of Ba/F3 cells expressing EpoR and JAK2V617F; ATP luminescence; inhibition, % at 5.6 µM; 220,000 compounds, 1.1% hits;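 active = inhibition above the campaign mean plus 3 SD over all tested compounds, cut at about 24% in these data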;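 note: cytokine-independent growth of Ba/F3 cells driven by EpoR plus mutant JAK2; 0% = DMSO-treated cells and 100% = JAK inhibitor I control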
RBBP9 inhibitor = blocks human serine hydrolase RBBP9; AID 1515; inhibition, % at 7.94 µM; O75884; recombinant RBBP9, FP-Rh probe fluorescence polarization; 220,000 compounds, 0.2% hits;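 active = inhibition above the campaign mean of all tested compounds plus 3 SD, cut at about 14% in these data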;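 note: plate controls were DMSO wells with RBBP9 for no effect and wells lacking RBBP9 protein for full effect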
Target sequence (O75884 whole entry, looked up): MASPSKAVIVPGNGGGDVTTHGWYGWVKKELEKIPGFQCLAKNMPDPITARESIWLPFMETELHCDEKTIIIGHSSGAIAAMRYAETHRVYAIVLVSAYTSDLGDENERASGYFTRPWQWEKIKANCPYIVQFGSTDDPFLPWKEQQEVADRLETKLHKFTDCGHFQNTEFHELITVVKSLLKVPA
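Controls: DMSO-treated enzyme wells and wells lacking RBBP9 | Material: RBBP9 protein | Technique: Fluorescence polarization | Replication: Single well per compound, no replicates | Buffer or medium: Tris-NaCl-Pluronic buffer, pH 8.0 | Timing: 30 min compound preincubation, 45 min probe labeling, 25 °C | Read-out basis: Percent inhibition from mP, scaled between DMSO and no-protein wells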
BaF3 parental = parental Ba/F3 viability inhibition as JAK2V617F counter-screen; CellTiter-Glo ATP luminescence; inhibition, % at 5.6 µM; 220,000 compounds, 1.1% hits; AID 1486;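 active = inhibition above a per-campaign cutoff, the mean inhibition of all tested compounds plus 3 SD, cut at about 27% in these data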;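 note: 0% = DMSO wells and 100% = JAK Inhibitor I control wells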
PPC-1+TRAIL kill = kills PPC-1 cancer cells in the presence of TRAIL; PPC-1 cells + TRAIL, ATPLite viability luminescence; cell killing (% activity), % at 4 µM; 220,000 compounds, 0.41% hits; AID 1443;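 active = cell killing above 50% in the first pass at 4 µM, then a duplicate retest at 5 µM averaging 50% or more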;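 note: plate controls were cells with TRAIL plus DMSO for no effect and medium-only wells lacking cells for full effect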
TNF necrop inh = blocks TNF-alpha induced death of Jurkat FADD-/- cells. Jurkat FADD-/- TNF necroptosis rescue, ATP luminescence, 24 h; 0 = TNF only, 100 = no-TNF cells. activation (protection from cell death), % at 10 µM. 220,000 compounds, 0.068% hits;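 active = activation, meaning protection from cell death, of at least 50% relative to plate controls; inactive = activation below 50%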;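 note: necroptosis triggered by 40 ng/mL TNF-alpha added together with compound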
TRPN1 ag = zebrafish TRPN1 (NompC) channel agonism; activation, % at 3 µM; HEK293 zebrafish TRPN1-YFP, Fluo-8 calcium fluorescence; 100% = response to 87 µM carbachol; 220,000 compounds, 0.18% hits;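 active = activation above its plate's cutoff, the mean activation of test wells on that plate plus 3 SD, cut at about 19% in these data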;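 note: 0% = DMSO alone and 100% = 87 µM carbachol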
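Material: zebrafish TRPN1-YFP in HEK293 cells. Doses: one dose of 3 µM, 0.3% DMSO. Incubation: dye 1 h 37 °C plus 30 min RT. Measured by: intracellular calcium fluorescence with Fluo-8.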
TRPML3 ag = activates the human TRPML3 channel; Q8TDD5; HEK293 TRPML3-YFP, Fluo-8 calcium fluorescence; 100% = the carbachol control signal; AID 1448; activation, % at 3 µM; 220,000 compounds, 0.29% hits;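 active = activation above its plate's cutoff, the mean activation of the plate's test wells plus 3 SD, cut at about 12% in these data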;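 note: 0% = DMSO only wells and 100% = carbachol wells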
Target sequence (Q8TDD5 whole entry, looked up): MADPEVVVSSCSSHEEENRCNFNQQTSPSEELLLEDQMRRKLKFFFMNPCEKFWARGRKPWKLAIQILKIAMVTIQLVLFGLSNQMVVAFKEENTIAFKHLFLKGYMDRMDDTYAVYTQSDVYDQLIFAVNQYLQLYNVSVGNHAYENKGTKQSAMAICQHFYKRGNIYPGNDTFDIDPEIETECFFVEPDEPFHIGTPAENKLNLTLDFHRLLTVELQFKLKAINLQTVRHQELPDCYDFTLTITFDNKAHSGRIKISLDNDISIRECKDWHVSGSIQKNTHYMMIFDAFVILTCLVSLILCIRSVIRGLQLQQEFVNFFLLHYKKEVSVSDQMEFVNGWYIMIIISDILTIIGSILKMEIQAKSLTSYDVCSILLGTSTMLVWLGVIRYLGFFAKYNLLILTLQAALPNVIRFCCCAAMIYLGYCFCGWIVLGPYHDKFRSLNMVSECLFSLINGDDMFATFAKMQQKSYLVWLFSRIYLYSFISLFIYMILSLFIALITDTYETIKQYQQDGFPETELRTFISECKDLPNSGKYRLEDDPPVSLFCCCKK
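Test system: HEK293 cells stably carrying human TRPML3-YFP; Doses: single dose, 3 µM final nominal compound, 0.3% DMSO final; Schedule: dye loading 1 h 37 °C then 30 min ambient, 125 s read; Technique: Fluo-8 calcium fluorescence; Benchmarks: high control carbachol 87 µM, low control DMSO.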
Starred values were filed as active, the others as inactive. Rows are unselected. About 6.8% of those tested had a hit in this group.

For CCC(C)n1cnc2c(c1=O)c1nc3ccccc3nc1n2Cc1ccccc1OC (centres undefined) the results were Wee1 degr inh -0.7, CHOP inhibitor 31.9, Ba/F3 V617F tox -1.8, RBBP9 inhibitor -9.1, BaF3 parental 1.4, PPC-1+TRAIL kill 10.5, TNF necrop inh -12.5, TRPN1 ag -0.6 and TRPML3 ag 0.8.
CCOC(=O)c1cnc2c(-c3ccccc3)cnn2c1C was read as Wee1 degr inh 0.7, CHOP inhibitor 13.3, Ba/F3 V617F tox -4.4, RBBP9 inhibitor 9.9, BaF3 parental 0.0, PPC-1+TRAIL kill 23.2, TNF necrop inh 0.9, TRPN1 ag 0.0 and TRPML3 ag 0.3.
`O=[N+]([O-])c1cccc(C2NCC(c3ccccc3Cl)c3c2[nH]c2ccccc32)c1` (centres undefined) gave Wee1 degr inh -0.6, CHOP inhibitor 84.8*, Ba/F3 V617F tox 1.1, RBBP9 inhibitor -5.5, BaF3 parental 13.5, PPC-1+TRAIL kill 5.8, TNF necrop inh -0.5, TRPN1 ag 1.8 and TRPML3 ag 0.9.
CCOc1ccc(C2=C(C=Nc3c(C)n(C)n(-c4ccccc4)c3=O)C(c3ccc(F)cc3)c3ccccc3O2)cc1 (centres undefined) was read as Wee1 degr inh -1.7, CHOP inhibitor -9.7, Ba/F3 V617F tox -0.1, RBBP9 inhibitor 3.7, BaF3 parental 6.5, PPC-1+TRAIL kill 7.3, TNF necrop inh -0.4, TRPN1 ag 1.3 and TRPML3 ag 1.3.
`O=C(Cc1ccccc1)NC(NNc1ccccc1)(C(F)(F)F)C(F)(F)F` gave Wee1 degr inh 1.1, CHOP inhibitor 24.2, Ba/F3 V617F tox -1.9, RBBP9 inhibitor 0.3, BaF3 parental 2.4, PPC-1+TRAIL kill -0.4, TNF necrop inh 0.2, TRPN1 ag -0.6 and TRPML3 ag -1.1.
O=C(NCC1CCCO1)C12CN(Cc3ccccc3)CC1C(c1cccc([N+](=O)[O-])c1)=NO2 (centres undefined) was read as Wee1 degr inh -1.6, CHOP inhibitor 34.3, Ba/F3 V617F tox -1.1, RBBP9 inhibitor -6.0, BaF3 parental 4.1, PPC-1+TRAIL kill 15.0, TNF necrop inh -2.9, TRPN1 ag -0.4 and TRPML3 ag 0.4.
Screening Cc1nc2c(C)cccc2c2c1CCS2 returned Wee1 degr inh -1.7, CHOP inhibitor 1.4, Ba/F3 V617F tox 2.2, RBBP9 inhibitor -0.6, BaF3 parental -5.8, PPC-1+TRAIL kill 16.6, TNF necrop inh -3.3, TRPN1 ag 0.7 and TRPML3 ag 1.0.
For COc1ccc(NC(=O)COC(=O)[C@@H]2CCCN2C(=O)c2cccs2)cc1 the results were Wee1 degr inh -1.9, CHOP inhibitor 11.7, Ba/F3 V617F tox -4.7, RBBP9 inhibitor -2.2, BaF3 parental 0.7, PPC-1+TRAIL kill 22.3, TNF necrop inh -0.3, TRPN1 ag -0.8 and TRPML3 ag -0.9.
For COc1ccc(-c2nnn(-c3ccc(Cl)cc3Cl)c2N)cc1 the results were Wee1 degr inh -0.7, CHOP inhibitor 8.8, Ba/F3 V617F tox -5.2, RBBP9 inhibitor -6.2, BaF3 parental 0.9, PPC-1+TRAIL kill -9.0, TNF necrop inh 1.0, TRPN1 ag 1.3 and TRPML3 ag 1.0.
`COc1ccc(CCN(C)c2ccc(S(=O)(=O)N3CCCC3)cn2)cc1OC` gave Wee1 degr inh -1.5, CHOP inhibitor 2.4, Ba/F3 V617F tox -2.6, RBBP9 inhibitor -5.4, BaF3 parental -0.9, PPC-1+TRAIL kill 17.8, TNF necrop inh 1.3, TRPN1 ag 0.4 and TRPML3 ag 1.1.
Cc1cccc(NCc2nc3ccccc3n2C)c1 was read as Wee1 degr inh 2.6, CHOP inhibitor -6.5, Ba/F3 V617F tox 1.1, RBBP9 inhibitor -7.1, BaF3 parental 1.1, PPC-1+TRAIL kill 21.7, TNF necrop inh 2.1, TRPN1 ag -0.9 and TRPML3 ag 0.4.
`Cc1cccc(C)c1NC(=O)CS(=O)CC(=O)NCC1OCCc2ccccc21` (centres undefined) gave Wee1 degr inh 2.8, CHOP inhibitor -3.4, Ba/F3 V617F tox 0.8, RBBP9 inhibitor 2.0, BaF3 parental 2.0, PPC-1+TRAIL kill 13.8, TNF necrop inh 1.4, TRPN1 ag -0.7 and TRPML3 ag 0.1.
Cn1nnnc1SCC(=O)Nc1ccccc1Cl was read as Wee1 degr inh -2.1, CHOP inhibitor -6.9, Ba/F3 V617F tox -0.2, RBBP9 inhibitor -6.2, BaF3 parental 4.0, PPC-1+TRAIL kill -3.3, TNF necrop inh -0.2, TRPN1 ag 0.8 and TRPML3 ag 0.5.
`Oc1ccc(-c2csc(Nc3ncccn3)n2)cc1O` gave Wee1 degr inh 0.2, CHOP inhibitor -20.2, Ba/F3 V617F tox 37.0*, RBBP9 inhibitor 19.5*, BaF3 parental 8.2, PPC-1+TRAIL kill 34.6, TNF necrop inh 22.4, TRPN1 ag -0.9 and TRPML3 ag -0.7.
For COc1ccc(NC(C)=O)c2nc(C)c(C)nc12 the results were Wee1 degr inh 0.1, CHOP inhibitor -3.6, Ba/F3 V617F tox 3.9, RBBP9 inhibitor -6.3, BaF3 parental 3.0, PPC-1+TRAIL kill -4.7, TNF necrop inh 0.3, TRPN1 ag -0.6 and TRPML3 ag 0.8.
For CC(=N/O)/C(=N\O)c1ccc(C)o1 the results were Wee1 degr inh -1.5, CHOP inhibitor 6.2, Ba/F3 V617F tox -3.9, RBBP9 inhibitor 0.8, BaF3 parental -1.0, PPC-1+TRAIL kill 10.9, TNF necrop inh -0.3, TRPN1 ag -0.4 and TRPML3 ag -0.1.
Screening CN1CCN(C(=S)NC(=O)c2ccc(S(=O)(=O)N3CCOCC3)cc2)CC1 returned Wee1 degr inh -0.6, CHOP inhibitor 9.3, Ba/F3 V617F tox -3.3, RBBP9 inhibitor 14.0, BaF3 parental -2.0, PPC-1+TRAIL kill 2.6, TNF necrop inh 0.5, TRPN1 ag -1.0 and TRPML3 ag 0.0.
Screening O=C(CCCN1C(=O)c2ccccc2C1=O)Oc1ccc(Cl)cc1 returned Wee1 degr inh 0.3, CHOP inhibitor 10.0, Ba/F3 V617F tox 2.0, RBBP9 inhibitor -3.9, BaF3 parental 4.7, PPC-1+TRAIL kill -16.8, TNF necrop inh -0.4, TRPN1 ag -0.7 and TRPML3 ag 0.4.
For COc1ccc(-c2csc(C)n2)cc1Br the results were Wee1 degr inh 3.4, CHOP inhibitor 1.7, Ba/F3 V617F tox -2.5, RBBP9 inhibitor -8.0, BaF3 parental 1.8, PPC-1+TRAIL kill 17.4, TNF necrop inh 0.1, TRPN1 ag -2.6 and TRPML3 ag 0.2.
`O=Cc1ccccc1Oc1ccccc1` gave Wee1 degr inh -0.5, CHOP inhibitor 4.0, Ba/F3 V617F tox -3.6, RBBP9 inhibitor -5.7, BaF3 parental 7.4, PPC-1+TRAIL kill -1.5, TNF necrop inh -2.7, TRPN1 ag 0.1 and TRPML3 ag 0.3.
Cc1ncc(CN2CCC(CO)(CCOc3ccccc3)CC2)s1 was read as Wee1 degr inh -1.6, CHOP inhibitor 2.2, Ba/F3 V617F tox -5.4, RBBP9 inhibitor 7.7, BaF3 parental -2.7, PPC-1+TRAIL kill 15.9, TNF necrop inh 6.1, TRPN1 ag 2.1 and TRPML3 ag 1.3.
Screening O=C(O)C1C2C=CC(O2)C1C(=O)NCCc1cccc(Cl)c1 (centres undefined) returned Wee1 degr inh -2.4, CHOP inhibitor -12.6, Ba/F3 V617F tox -1.9, RBBP9 inhibitor -0.1, BaF3 parental 12.7, PPC-1+TRAIL kill -8.1, TNF necrop inh 1.0, TRPN1 ag 0.6 and TRPML3 ag 0.4.
COc1ccc(CCNC(=O)[C@@H](NC(=O)c2ccccc2F)C(C)C)cc1OC was read as Wee1 degr inh -3.2, CHOP inhibitor 21.6, Ba/F3 V617F tox 0.5, RBBP9 inhibitor -8.7, BaF3 parental 6.0, PPC-1+TRAIL kill 16.7, TNF necrop inh 0.9, TRPN1 ag -0.9 and TRPML3 ag 0.6.
For O=C(O)c1ccccc1C(=O)NNc1ccc(Cl)cc1Cl the results were Wee1 degr inh -1.9, CHOP inhibitor 5.8, Ba/F3 V617F tox -1.3, RBBP9 inhibitor -7.9, BaF3 parental 4.6, PPC-1+TRAIL kill 11.5, TNF necrop inh -0.2, TRPN1 ag -1.1 and TRPML3 ag -0.2.
CN(C)c1ccc(C(=O)OCC(=O)NCC2CCCO2)cc1 (centres undefined) was read as Wee1 degr inh 0.6, CHOP inhibitor 5.5, Ba/F3 V617F tox 0.5, RBBP9 inhibitor -7.6, BaF3 parental 3.5, PPC-1+TRAIL kill 30.8, TNF necrop inh -1.2, TRPN1 ag -0.2 and TRPML3 ag 0.3.
`Cc1ccc(O)c(C(=O)c2cnc3c(c2)CN(C)C(=O)N3)c1` gave Wee1 degr inh 2.2, CHOP inhibitor 19.6, Ba/F3 V617F tox -4.0, RBBP9 inhibitor 0.4, BaF3 parental 2.1, PPC-1+TRAIL kill -10.6, TNF necrop inh -9.8, TRPN1 ag -0.7 and TRPML3 ag -0.5.
For COC(=O)CN(c1ccccc1)S(=O)(=O)c1ccccc1 the results were Wee1 degr inh 5.8, Ba/F3 V617F tox -4.3, RBBP9 inhibitor -1.2, BaF3 parental -1.0, PPC-1+TRAIL kill 22.4, TNF necrop inh 0.5, TRPN1 ag -0.4 and TRPML3 ag -0.2.
CC(=O)c1cccc(NC(=O)N2CCCC2C(=O)Nc2cccc(C)c2)c1 (centres undefined) was read as Wee1 degr inh 2.2, CHOP inhibitor 10.7, Ba/F3 V617F tox 1.3, RBBP9 inhibitor 3.7, BaF3 parental 2.8, PPC-1+TRAIL kill -2.8, TNF necrop inh -1.1, TRPN1 ag 1.4 and TRPML3 ag 0.3.
`O=C(Nc1nnc(-c2ccncc2)o1)c1ccccc1` gave Wee1 degr inh 22.0*, CHOP inhibitor 4.7, Ba/F3 V617F tox 1.5, RBBP9 inhibitor -0.7, BaF3 parental 5.8, PPC-1+TRAIL kill -10.3, TNF necrop inh 0.4, TRPN1 ag -0.8 and TRPML3 ag -0.7.
For CCn1c(SCC(=O)C(C)(C)C)nnc1-c1ccccc1OC the results were Wee1 degr inh -3.0, CHOP inhibitor 44.6, Ba/F3 V617F tox 3.9, RBBP9 inhibitor -8.1, BaF3 parental 2.2, PPC-1+TRAIL kill -26.7, TNF necrop inh -0.4, TRPN1 ag 0.8 and TRPML3 ag 0.4.
